NR2E3 ag-1: NR2E3 agonists in two-hybrid cells, primary screen, cell-based, luminescence, CHO-S, Gal4-NCOR/VP16-NR2E3 | Photoreceptor-specific nuclear receptor (Homo sapiens), Q9Y5X4 | luciferase | inhibition of corepressor binding, % at 3.98 µM | 360,000 tested, 0.35% active | AID 602229, 2012;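 active = inhibition above the mean of all tested compounds plus 3 SD, cut at about 70% in these data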;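 note: 0% = DMSO with NR2E3 transfected cells and 100% = cells lacking NR2E3 construct; higher means lower luciferase signal from less NR2E3 corepressor binding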
Target sequence (Q9Y5X4 whole entry, looked up, the tested form may be a part): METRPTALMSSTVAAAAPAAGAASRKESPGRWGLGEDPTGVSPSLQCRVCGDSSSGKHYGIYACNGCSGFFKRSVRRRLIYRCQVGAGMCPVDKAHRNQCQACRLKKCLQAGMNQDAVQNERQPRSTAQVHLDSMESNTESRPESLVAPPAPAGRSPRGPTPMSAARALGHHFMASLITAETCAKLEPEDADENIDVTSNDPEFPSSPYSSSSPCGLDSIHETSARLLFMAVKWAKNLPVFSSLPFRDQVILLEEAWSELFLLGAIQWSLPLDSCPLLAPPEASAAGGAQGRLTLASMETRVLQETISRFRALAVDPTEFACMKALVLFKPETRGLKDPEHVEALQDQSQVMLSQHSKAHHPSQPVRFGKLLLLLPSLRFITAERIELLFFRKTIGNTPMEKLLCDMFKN
Vif inh: HIV Vif self-association inhibitors, primary screen, imaging, HEK293T, single point. AID 602346, 2012. HEK293T cells, Vif self-association by quenched fluorescence, 24 h. 340,000 tested, 0.35% active. inhibition, % at 7.49 µM; in the data active = inhibition above about 50%, passing the limit was not always enough; note: some results filed as inactive read as strong as hits
CF NFkB inh: inhibitors of PAF-induced NF-kB signaling, primary screen, cell-based, GFP fluorescence, uHTS; KKLEB NF-kB-GFP reporter, GFP fluorescence overnight; inhibition, % at 5 µM; 360,000 tested, 0.86% active;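 active = at least 50% inhibition at 5 µM, scaled per plate between neutral and stimulator controls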;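 note: PAF is a Pseudomonas aeruginosa culture filtrate used as stimulus; plate controls were PAF-stimulated DMSO wells for no effect and unstimulated DMSO wells for full effect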
TRPM1 prom inh: inhibitors of MITF-dependent TRPM1 promoter reporter, primary screen, cell-based, SK-MEL-5, single point, luciferase | SK-MEL-5 TRPM1 promoter luciferase, 24 h | inhibition, % at 12.5 µM | 330,000 tested, 0.83% active | AID 488899, 2010;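 active = mean inhibition across replicates of 60% or more, whatever share of single replicates reaches that level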; note: values of inactives mirror those of a sister screen read the other way
HIF-2a inh: HIF-2a reporter inhibitors, primary screen, luminescence, 786-0 RCC cells; 786-0 RCC cells HIF-2a reporter, luciferase luminescence, overnight; inhibition, % at 18.8 µM; 360,000 tested, 0.72% active;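 active = inhibition of the luminescence signal of 40% or more relative to plate controls, in a single-dose primary screen at 18.75 µM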
KKLEB cytotox: cytotoxicity in KKLEB CF airway cells, primary screen, cytotoxicity control for CF NF-kB inhibitor project, cell-based, uHTS, fluorescence assay plates. KKLEB CF airway cells viability, ATPlite luminescence, overnight; hits give low values; cells stimulated with P. aeruginosa culture filtrate. activity change (cytotoxicity), % at 5 µM. 360,000 tested, 0.36% active. AID 602141, 2011;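 active = corrected activity change at or below -50% at 5 µM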
NR2E3 ag-2: inhibitors of NR2E3-RetCOR corepressor binding, primary screen, NR2E3 agonist project, biochemical, TR-FRET, GST-NR2E3, biotin-RetCOR; Photoreceptor-specific nuclear receptor (Homo sapiens), Q9Y5X4; 1536-well; inhibition of corepressor binding, % at 4.78 µM; 320,000 tested, 0.12% active; AID 2300, 2010;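 active = percent inhibition above the cutoff of mean plus 3 SD of all tested compounds, set per screening campaign, cut at about 20% in these data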;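 note: 0% = DMSO wells and 100% = biotin wells as full block of FRET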
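Material: NR2E3–RetCOR corepressor complex / Incubation: Compound–protein incubation for 5 h at 4 °C / Dosing: compound at 4.8 µM, single dose / Detection: time-resolved FRET / Benchmarks: high control biotin, low control 0.6% DMSO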
Peg3 promoter: Peg3 promoter-driven luciferase inhibitors, primary screen, cell-based, HeLa, luciferase luminescence. HeLa PEG-Prom luciferase reporter, overnight. inhibition, % at 20 µM. 360,000 tested, 1.7% active. AID 588405, 2011;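 active = inhibition of at least 50% at 20 µM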
CaV13 FRET inh: Disruptors of the CACNA1D IQ motif to Ca2+-dependent inactivation inhibitor domain association, primary screening, Förster resonance energy transfer in intact living …. HEK cells, CFP/YFP FRET ICDI-IQ, plate reader, 10 min; percent FRET-ratio fall versus neutral wells. inhibition, % at 12.3 µM. 340,000 tested, 0.098% active. AID 743397;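 active = mean replicate inhibition of at least 30% and at least 1% of replicates passing that level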;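 note: 0% = median of the neutral control wells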
PDI inh: inhibitors of human PDI, primary screen, biochemical, turbidity, single point, plate reader | Protein disulfide-isomerase (Homo sapiens), P07237 | inhibition, % at 10 µM | AID 588391, 2011 | PDI insulin aggregation turbidity, A650, 90 min | 350,000 tested, 0.052% active;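 active = mean inhibition across replicates of 30% or more, whatever share of single replicates reach that level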;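 note: absorbance from insulin aggregation driven by PDI reduction with DTT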
Target sequence (P07237 whole entry, looked up): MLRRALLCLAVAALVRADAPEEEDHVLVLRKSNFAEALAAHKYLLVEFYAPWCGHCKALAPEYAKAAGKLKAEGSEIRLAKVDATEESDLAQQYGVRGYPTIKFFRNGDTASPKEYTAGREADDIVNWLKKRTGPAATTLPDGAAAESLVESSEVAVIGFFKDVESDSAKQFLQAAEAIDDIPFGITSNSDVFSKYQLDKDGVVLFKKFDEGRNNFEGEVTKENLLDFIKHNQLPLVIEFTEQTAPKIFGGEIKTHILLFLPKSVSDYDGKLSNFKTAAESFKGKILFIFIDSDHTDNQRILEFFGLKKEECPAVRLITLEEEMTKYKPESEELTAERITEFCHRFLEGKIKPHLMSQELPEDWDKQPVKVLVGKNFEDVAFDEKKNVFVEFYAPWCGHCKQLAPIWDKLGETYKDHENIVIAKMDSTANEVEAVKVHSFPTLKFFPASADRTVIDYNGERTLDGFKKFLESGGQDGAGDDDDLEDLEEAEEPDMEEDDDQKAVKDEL
Shn3 inh set2: reduction of Shn3 3'UTR firefly luciferase signal, primary screen, Schnurri-3 inhibitor project, cell-based, Clone20 osteoblasts, set 2; inhibition, % at 12.5 µM; AID 588674, 2011; 360,000 tested, 0.52% active; Clone20 osteoblast Shn3 3'UTR firefly luciferase, 24 h;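 active = mean inhibition of at least 75% with every replicate also reaching 75%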;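 note: 0% = median of neutral control wells and 100% = pilot-screen positive control compound; some compounds past the cut are filed as inactive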
Starred values were filed as active, the others as inactive; x = no result given.

SMILES | NR2E3 ag-1 | Vif inh | CF NFkB inh | TRPM1 prom inh | HIF-2a inh | KKLEB cytotox | NR2E3 ag-2 | Peg3 promoter | CaV13 FRET inh | PDI inh | Shn3 inh set2
O=[N+]([O-])c1ccc2ncnc(N3CCN(Cc4ccc5c(c4)OCO5)CC3)c2c1 | -6.1 | -17.6 | 68.5* | 5.2 | 11.1 | 10.4 | 1.8 | 11.7 | 5.2 | 1.0 | 84.9
O=C(NNS(=O)(=O)c1ccc(Cl)cc1)c1sccc1-n1cccc1 | 17.9 | -2.4 | 7.5 | -3.7 | 13.1 | -13.4 | 2.9 | 4.5 | -13.6 | -5.1 | 18.2
CCCC(=O)OCC1CN(Cc2ccco2)S(=O)(=O)c2c(F)cccc2O1 (stereo unspecified) | -34.9 | -4.8 | 11.6 | -5.0 | -2.1 | -13.7 | x | 5.4 | -5.5 | -4.4 | 8.1
COc1ccc(C(=O)Nc2ccc(N3CCOCC3)cc2)cc1S(=O)(=O)N1CCCC1 | 11.9 | 1.4 | -1.7 | 15.9 | 7.3 | -3.8 | x | 2.6 | -5.4 | 16.6 | 9.2
CCOc1ccc(-n2c(SCC(=O)Nc3ccc4c(c3)OCCO4)nc3c(c2=O)SCC3)cc1 | -13.7 | -1.0 | -9.5 | 4.6 | 18.3 | -13.0 | 3.9 | 12.2 | -5.3 | -3.6 | 15.6
O=C(c1cnccn1)N(Cc1cccs1)C1(C(=O)NC2CCCC2)CCCCC1 | -14.6 | -14.7 | -1.1 | 1.6 | 5.4 | 3.0 | 0.5 | 5.4 | -3.6 | -5.1 | -16.7
CN(C)c1cc[n+](CC(=O)c2ccc(-c3ccccc3)cc2)cc1 | 5.8 | 1.7 | 47.9 | 70.2* | 7.0 | -26.7 | -0.1 | 30.6 | -4.7 | 0.0 | 72.9
COc1ccc(CN2CCC(=O)N([C@H](CO)Cc3ccccc3)CC2)cc1 | 10.8 | 11.3 | 3.1 | -8.0 | -1.7 | -18.4 | -2.2 | 6.0 | -5.0 | 1.0 | 0.9
CCCCOc1ccc(C(=O)OCC(=O)Nc2cc(C)on2)cc1 | -5.1 | -6.8 | -3.2 | -5.0 | 11.8 | 4.1 | 1.6 | 16.7 | -6.1 | -4.7 | -11.2
O=C(O)c1ccccc1NN=Cc1ccccc1 | -150.3 | -2.0 | -33.7 | -45.7 | -274.3 | 10.9 | x | -369.0 | -19.3 | 3.0 | -48.0
CCN(c1ccccc1)S(=O)(=O)c1cccc(C(=O)NCc2ccccc2CN2CCOCC2)c1 | 6.3 | -3.2 | 2.4 | -3.5 | 11.2 | -8.9 | 1.6 | -0.5 | -1.3 | 7.7 | 23.0
CC(C)CC(=O)c1c[nH]c(C(=O)O)c1 | -10.6 | 0.5 | 12.8 | -8.5 | 14.6 | -9.2 | 9.1 | 12.4 | -1.7 | 2.2 | -8.6
COc1ccc(CN2CCC2(C)C(=O)NCCc2c[nH]c3ccccc23)c2ccccc12 (stereo unspecified) | 5.3 | -5.6 | 15.3 | x | 14.7 | 1.5 | x | 13.0 | -7.2 | 6.4 | 3.0
O=C(Nc1ccc(Cl)c(Cl)c1)Nc1ccccc1O | -108.1 | 8.8 | 18.7 | -111.5 | -344.6 | 17.4 | 1.9 | -272.2 | 0.2 | -8.6 | -124.7
O=C(CBr)Nc1c2c(nn1-c1ccccc1)CSC2 | -13.3 | -6.4 | -11.5 | 6.2 | 3.1 | 9.5 | -0.7 | -11.4 | -14.5 | -1.4 | -28.5
O=C(NCc1ccc(Cl)cc1)C1CCN(C(=O)Cc2ccccc2)CC1 | 13.2 | -0.9 | -2.2 | -5.4 | 5.1 | -4.9 | -1.0 | 10.4 | -9.9 | -3.6 | 17.5
O=C(CC1N=C(Cc2ccccc2)NNC1=O)N/N=C/c1ccc([N+](=O)[O-])cc1 (stereo unspecified) | -5.8 | -4.3 | -13.2 | -15.0 | 5.1 | -4.3 | -3.1 | 7.9 | -1.8 | 0.7 | 13.0
COC(=O)c1ccc(COC(=O)CCC(=O)c2cccs2)cc1 | -57.3 | 2.7 | -11.2 | -37.6 | -181.2 | 12.2 | -1.6 | -148.6 | -2.2 | 5.1 | -31.5
COc1cccc(OC)c1C(=O)NC(=S)NCc1cccnc1 | -9.8 | 0.3 | 10.7 | -2.4 | 6.0 | 6.5 | -0.8 | 13.2 | -5.6 | -3.1 | -9.7
CC(C)(CNC(=O)/C=C/c1ccc(F)cc1)CNC(=O)/C=C/c1ccc(F)cc1 | -26.5 | 23.2 | -42.1 | -16.2 | -76.8 | 4.6 | 5.5 | -80.8 | -7.4 | 11.2 | -21.8
S=c1[nH]nc(-c2ccccc2Br)n1Cc1ccccc1 | -1.7 | 5.4 | 30.5 | -6.2 | 25.5 | 0.0 | 2.0 | 11.4 | -2.4 | 9.1 | -34.4
Cc1cc(C(=O)N/N=C/c2ccc(OC(=O)c3ccccc3Br)cc2)n[nH]1 | -23.3 | -5.5 | -27.8 | -0.6 | -14.8 | -6.2 | 0.9 | -7.2 | -18.1 | -5.1 | 1.0
O=C(NNC(=S)NCC1CCCO1)c1cc(Br)ccc1Cl (stereo unspecified) | 24.0 | 2.3 | 13.5 | 14.5 | -11.8 | 23.3 | -1.9 | 5.3 | -5.2 | 4.3 | 9.2
COc1ccc(CC(=O)n2[nH]c(=O)ccc2=O)cc1OC | -4.9 | -1.6 | 5.5 | -14.4 | 18.8 | 2.7 | 3.6 | 10.3 | -5.3 | -0.9 | x
CCOc1ccc(CCNC(=O)COC(=O)c2cc([N+](=O)[O-])ccc2N2CCOCC2)cc1OCC | -14.8 | 1.0 | -18.4 | -1.2 | 3.2 | -10.2 | 3.4 | 22.7 | -2.4 | 3.5 | 0.1
COc1ccc(C)cc1NC(=O)N1CCC(CO)(CC2CCCCO2)CC1 (stereo unspecified) | -1.6 | -2.0 | -9.3 | -0.9 | 10.7 | -2.2 | 1.3 | 10.6 | 10.3 | 5.1 | -0.2
CCOC(=O)c1cc(CC)sc1NC(=O)Cc1ccccc1 | -15.8 | -6.4 | 21.1 | -11.7 | 4.0 | -10.8 | 1.4 | 16.0 | -8.1 | 0.4 | 8.5
CC1=CC2=NC(=O)/C(=C/c3cccn3Cc3ccccc3)C(=N)N2O1 | -9.8 | -7.0 | -1.0 | 5.0 | 12.8 | -2.2 | 0.3 | 0.9 | -15.8 | 3.8 | 3.1
Cc1ccc(-n2ncc3c2CC(C)(C)CC3NC(=O)CCN2CCCCC2=O)cc1 (stereo unspecified) | -24.5 | 3.1 | -15.6 | 7.5 | 2.0 | 12.0 | 2.4 | 7.0 | -5.1 | -7.0 | 15.8
O=C(O)C1CC1C(=O)N1CCN(c2ccc(Cl)c(Cl)c2)CC1 (stereo unspecified) | 16.7 | -1.6 | 13.8 | 6.2 | 7.5 | -2.8 | -1.0 | 1.9 | -4.0 | -5.9 | 10.2
Cc1ccc(S(=O)(=O)Nc2cc3c(C(=O)Nc4ccccc4)c(C)oc3c3ccccc23)cc1 | -38.5 | -5.0 | 4.4 | 15.9 | 10.7 | 3.3 | 1.1 | 2.7 | -18.5 | -0.9 | 10.4
CCN(CC)CCN(C(=O)CN1C(=O)c2ccccc2C1=O)c1nc2cc3c(cc2s1)OCO3 | -10.1 | 10.0 | -10.9 | 2.5 | 2.0 | 7.3 | -3.4 | -6.5 | -1.8 | 1.4 | -6.6
O=C1CC(c2ccc(Cl)cc2)c2c(O)cc(O)cc2O1 (stereo unspecified) | -7.6 | x | 14.4 | 4.1 | 24.6 | -2.7 | -2.8 | 10.0 | -18.7 | -2.6 | -0.5
C#CCOCCOCCOCCNc1nc(N2CCN(C(=O)[C@H]([C@@H](C)CC)n3cc([C@@H](N)CO)nn3)CC2)nc(N2CCN(C(=O)[C@H](CCCCN)n3cc([C@@H](N)C(C)CC)nn3)CC2)n1 (stereo partly specified) | -2.7 | -3.1 | -11.3 | 6.5 | -1.2 | 10.3 | -1.7 | -7.7 | -11.3 | 4.2 | -0.2
COc1ccccc1Cc1nnnn1CC(=O)O | -5.7 | x | -5.9 | -8.5 | 9.3 | 1.6 | 1.6 | 9.4 | -0.6 | 4.9 | -1.2
O=C(NCC(=O)N(CCc1ccccc1)C(C(=O)NC1CCCC1)c1cccnc1)c1ccco1 (stereo unspecified) | 7.5 | x | 0.0 | 6.5 | 9.3 | 4.6 | 0.4 | 23.5 | x | 10.7 | -13.9
Cc1cc(C(=O)CSc2ccc(F)cc2)cc(C)c1O | -120.7 | 12.7 | -5.6 | -65.8 | -242.3 | -6.5 | 0.2 | -237.7 | -4.1 | 9.5 | -79.6
O=C(C[n+]1ccc(/C=N/O)cc1)N(Cc1ccccc1)Cc1ccccc1 | -19.7 | -1.6 | 2.4 | 2.6 | 16.7 | 6.6 | -2.8 | 13.3 | 0.5 | -3.8 | 2.8

Exported as tab-separated lines: entries from further up.
SMILES	NR2E3 ag-1	Vif inh	CF NFkB inh	TRPM1 prom inh	HIF-2a inh	KKLEB cytotox	NR2E3 ag-2	Peg3 promoter	CaV13 FRET inh	PDI inh	Shn3 inh set2
O=C(c1cnccn1)N(Cc1cccs1)C1(C(=O)NC2CCCC2)CCCCC1	-14.6	-14.7	-1.1	1.6	5.4	3.0	0.5	5.4	-3.6	-5.1	-16.7
CN(C)c1cc[n+](CC(=O)c2ccc(-c3ccccc3)cc2)cc1	5.8	1.7	47.9	70.2*	7.0	-26.7	-0.1	30.6	-4.7	0.0	72.9
COc1ccc(CN2CCC(=O)N([C@H](CO)Cc3ccccc3)CC2)cc1	10.8	11.3	3.1	-8.0	-1.7	-18.4	-2.2	6.0	-5.0	1.0	0.9
CCCCOc1ccc(C(=O)OCC(=O)Nc2cc(C)on2)cc1	-5.1	-6.8	-3.2	-5.0	11.8	4.1	1.6	16.7	-6.1	-4.7	-11.2

Rows were taken by chance; overall some 3.3% were active at least once.
